# High-throughput results: PubChem, several laboratories
# hiPSC survival: increases survival of single human iPS cells; hiPSC single-cell survival, ATPlite luminescence; 100% = ROCK inhibitor wells, 0% = DMSO; hit rate 0.044% among 360,000; survival enhancement, % at 20 µM; AID 602274; in the data active means survival enhancement above about 18%;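 further: cells exposed to compounds for 16 hours before the ATP read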
# CF NFkB inh: cystic fibrosis NF-kB activation inhibition; KKLEB NF-kB-GFP reporter, PAF-induced, GFP fluorescence overnight; inhibition, % at 5 µM; hit rate 0.86% among 360,000; AID 588850;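 active means at least 50% inhibition at 5 µM, scaled per plate between neutral and stimulator controls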;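 further: PAF is a Pseudomonas aeruginosa culture filtrate used as stimulus; plate controls were PAF-stimulated DMSO wells for no effect and unstimulated DMSO wells for full effect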
# LMP1 NFkB inh: Epstein-Barr LMP1 NF-kappaB reporter inhibition | LMP1-induced NF-kappaB luciferase reporter cells, luminescence | inhibition, % at 12.5 µM | AID 504558 | hit rate 0.69% among 350,000; in the data active means inhibition above about 41%;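 further: 0% = neutral control wells and 100% = reference inhibitor control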
# MITF TRPM1 inh: reduces MITF-dependent TRPM1 promoter luciferase signal; hit rate 0.83% among 330,000; inhibition, % at 12.5 µM; SK-MEL-5 TRPM1 promoter luciferase, 24 h;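 active means mean inhibition across replicates of 60% or more, whatever share of single replicates reaches that level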; further: values of inactives mirror those of a sister screen read the other way
# KKLEB tox: reduces viability of KKLEB cystic fibrosis airway cells | hit rate 0.36% among 360,000 | AID 602141 | activity change (cytotoxicity), % at 5 µM | KKLEB CF airway cells viability, ATPlite luminescence, overnight; active compounds read low; cells stimulated with P. aeruginosa culture filtrate;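 active means corrected activity change at or below -50% at 5 µM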
# Shn3 3UTR inh: Schnurri-3 reporter inhibition in Clone20 osteoblasts. Clone20 osteoblast Shn3 3'UTR firefly luciferase, 24 h. inhibition, % at 12.5 µM. hit rate 0.52% among 360,000. AID 588674;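 active means mean inhibition of at least 75% with every replicate also reaching 75%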;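 further: 0% = median of neutral control wells and 100% = pilot-screen positive control compound; some compounds past the cut are filed as inactive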
# Peg3 prom inh: reduces Peg3 promoter-driven luciferase expression in HeLa | HeLa PEG-Prom luciferase reporter, luminescence, overnight | inhibition, % at 20 µM | hit rate 1.7% among 360,000 | AID 588405;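 active means inhibition of at least 50% at 20 µM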
# NR2E3 ag-1: activates human NR2E3 receptor; Q9Y5X4; CHO-S Gal4-NCOR/VP16-NR2E3 two-hybrid, luciferase; inhibition of corepressor binding, % at 3.98 µM; hit rate 0.35% among 360,000; AID 602229;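 active means inhibition above the mean of all tested compounds plus 3 SD, cut at about 70% in these data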;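 further: 0% = DMSO with NR2E3 transfected cells and 100% = cells lacking NR2E3 construct; higher means lower luciferase signal from less NR2E3 corepressor binding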
# Target sequence (Q9Y5X4 whole entry, looked up, the tested form may be a part): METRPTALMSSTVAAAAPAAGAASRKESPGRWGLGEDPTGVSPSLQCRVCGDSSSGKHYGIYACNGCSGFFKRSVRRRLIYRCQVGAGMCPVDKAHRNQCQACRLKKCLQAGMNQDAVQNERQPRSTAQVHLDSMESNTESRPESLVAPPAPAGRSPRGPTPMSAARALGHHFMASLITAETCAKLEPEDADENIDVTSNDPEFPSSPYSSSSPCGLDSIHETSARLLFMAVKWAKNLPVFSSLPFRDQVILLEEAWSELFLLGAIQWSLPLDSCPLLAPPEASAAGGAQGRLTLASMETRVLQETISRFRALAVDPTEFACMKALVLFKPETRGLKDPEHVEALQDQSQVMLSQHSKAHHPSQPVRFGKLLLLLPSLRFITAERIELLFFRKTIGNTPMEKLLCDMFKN
# NR2E3 ag-2: NR2E3 (human) agonism. GST-NR2E3/biotin-RetCOR TR-FRET, 1536-well. inhibition of corepressor binding, % at 4.78 µM. hit rate 0.12% among 320,000. AID 2300;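 active means percent inhibition above the cutoff of mean plus 3 SD of all tested compounds, set per screening campaign, cut at about 20% in these data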;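 further: 0% = DMSO wells and 100% = biotin wells as full block of FRET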
#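 System: GST-tagged NR2E3 plus biotinylated RetCOR corepressor; Amount: 1.35 nM GST-tagged NR2E3 final; Dosing: single nominal compound dose of 4.8 µM; Schedule: 5 h incubation at 4 °C; Technique: TR-FRET with europium anti-GST and streptavidin-D2, 340 nm excitation; Controls: biotin wells as high control, 0.6% DMSO wells as low control.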
# TRAIL sens C8: sensitizes caspase-8 expressing cells to TRAIL | NB7+C8 cells + TRAIL, ATPlite viability luminescence | inhibition (viability loss, TRAIL sensitization), % at 10 µM | hit rate 1% among 360,000;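 active means compounds causing at least 50% loss of cell viability in the single-dose screen, relative to plate controls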
# HIF-2a inh: HIF-2a inhibition. inhibition, % at 18.8 µM. hit rate 0.72% among 360,000. 786-0 RCC cells HIF-2a reporter, luciferase luminescence, overnight;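 active means inhibition of the luminescence signal of 40% or more relative to plate controls, in a single-dose primary screen at 18.75 µM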
# * marks the source's active call; other numbers are inactive results; / = not tested or not shown.
structure	hiPSC survival	CF NFkB inh	LMP1 NFkB inh	MITF TRPM1 inh	KKLEB tox	Shn3 3UTR inh	Peg3 prom inh	NR2E3 ag-1	NR2E3 ag-2	TRAIL sens C8	HIF-2a inh
O=C(NC1(C(F)(F)F)C(=O)Nc2c1c(=O)[nH]c(=O)n2-c1ccc(F)cc1)c1cccnc1 (stereo not given)	-0.3	-13	4	-3	12	2	10	-10	0	-3	13
COc1ccc(NC(=O)c2cc3ccccc3cc2O)cc1	-0.6	8	-28	-75	1	-89	-363	-183	3	30	-266
CC1CCCC(C)N1C(=O)Cn1cc(C#N)c2ccccc21 (stereo not given)	-0.6	-13	1	-1	9	9	8	-16	0	-2	12
COc1ccc(C(=O)Nc2cc(C(F)(F)F)ccc2-n2cncn2)cc1	-0.3	-15	8	-26	8	-9	8	1	2	-5	10
O=C1CCCN1CC(O)CS(=O)(=O)c1ccc(Cl)cc1 (stereo not given)	1.3	20	-5	5	-2	9	15	-11	3	11	15
CCOc1ccccc1OCCn1ncc2ccc(OC)c(OC)c2c1=O	6.4	-4	3	-18	-4	7	-10	-17	-2	-10	-28
Cc1cccc(NS(=O)(=O)c2ccc3nc(-c4ccccc4)[nH]c3c2)c1C	0.8	6	1	12	-3	-1	19	-38	1	4	16
O=C(CSc1nnc(-c2ccccc2Br)o1)N1CCN(C(=O)c2ccco2)CC1	-0.1	-12	-1	2	-16	27	9	6	1	-8	9
Cc1cc(=O)oc2cc(OCC(=O)Nc3ccc(N4CCC(C)CC4)cc3)ccc12	-0.4	17	-4	15	-13	31	6	-16	0	22	-14
Cc1nnsc1-c1c(C(=O)N2CCOCC2)c(C)nn1-c1ccc(Cl)cc1	-0.4	-3	4	5	-3	2	1	9	5	-12	1
CC1Sc2ccc(S(=O)(=O)N3CCC(C(=O)N(C)Cc4ccco4)CC3)cc2NC1=O (stereo not given)	-0.3	-10	3	10	-13	20	-1	-28	-3	20	17
CCOP(=O)(OCC)c1nc(-c2ccc(C)cc2)oc1N1CCOCC1	0.3	7	-6	9	2	10	7	-10	1	1	27
CCCCn1c(N)c(N(Cc2ccccc2OC)C(=O)C(C)C)c(=O)[nH]c1=O	-0.1	16	1	3	1	-14	10	9	-1	-4	2
Cn1nc([N+](=O)[O-])nc1Sc1cccc2cccnc12	0.6	7	-4	37	-27	4	24	22	0	18	13
O=C(NCCc1ccccn1)c1ccc2nc(Cc3ccccc3F)oc2c1	-0.1	0	-27	-51	-9	-63	-290	-144	2	9	-214
Cc1ccn2cc(C(=O)Nc3cccc(C(=O)NC4CC4)c3)nc2c1	-0.6	16	6	-37	-11	-20	-174	-62	/	54*	-125
O=C(NCc1ccccc1CN1CCCC1)c1cccc(S(=O)(=O)N2CCOCC2)c1	-0.6	-23	-9	-16	-25	-6	-7	7	2	11	5
NC1=NC[C@H](c2ccccc2)N1CC1CCCCC1	-2.6	4	8	-9	-14	1	-8	5	1	16	5
Oc1cnn(-c2ccccc2)c1	-1.1	6	1	-12	-6	-29	-20	-30	1	-13	-22
CCn1c(C)c(C(C)=O)cc(C#N)c1=O	3.6	-8	2	4	10	3	15	6	3	0	22
Cc1cccc(C(=O)OCC(=O)Nc2ccccc2C(=O)NC2CC2)c1	-0.3	-16	-5	3	18	-11	0	-6	2	10	6
CCOc1ccc2nc(COC(=O)c3ccco3)c(C(C)=O)[n+]([O-])c2c1	-1.0	-5	1	-1	5	11	6	-14	-4	-4	5
O=C(Nc1ccc(Cl)cc1)c1cc(S(=O)(=O)Nc2ccccn2)ccc1Cl	0.6	0	-5	0	0	8	0	-22	-1	-17	15
COC(=O)C1=C(C)NC(=S)NC1c1ccc(OCC(=O)N2CC(C)OC(C)C2)c(OC)c1 (stereo not given)	-3.2	-9	2	-1	2	-16	10	-19	4	14	9
CCCOc1ccc(-c2c(C(=O)N/N=C/c3ccsc3)nnn2-c2nonc2N)cc1	-0.3	1	-5	-2	-2	-8	-7	-11	0	-9	6
Cc1ccc(C)c(OCCSc2nnc(C)c(=O)[nH]2)c1	1.5	3	-19	2	0	-61	3	-13	0	10	21
Cc1nnc(NC(=O)c2ccc(C)c(S(=O)(=O)N3CCOCC3)c2)s1	2.7	-8	0	-9	-1	9	-4	-22	3	-5	1
O=C(CSc1ccccn1)Nc1ccc2c(c1)CCC2	0.8	12	-36	-98	-7	-48	-279	-6	1	-8	-42
COc1cccc(C2c3c(-c4cc(Cl)c(C)cc4O)n[nH]c3C(=O)N2Cc2cccnc2)c1 (stereo not given)	-0.1	-10	4	-6	10	10	25	1	2	-11	31
CSc1ccc(/C=N/n2c(C3CCCCC3)n[nH]c2=S)cc1	1.6	0	4	-5	16	4	4	-15	0	1	-5

# Next part
structure	hiPSC survival	CF NFkB inh	LMP1 NFkB inh	MITF TRPM1 inh	KKLEB tox	Shn3 3UTR inh	Peg3 prom inh	NR2E3 ag-1	NR2E3 ag-2	TRAIL sens C8	HIF-2a inh
O=C1CC(N(O)C2CC(=O)N(Cc3ccccc3)C2=O)C(=O)N1Cc1ccccc1 (stereo not given)	-0.7	-5	2	8	2	13	3	-26	0	-4	11
S=C1NC2=C(CCCC2=C2SCCS2)C(c2ccccc2)N1 (stereo not given)	1.4	-3	37	0	-12	-130	16	5	0	-14	-189
COc1ccccc1P(=O)(Cc1ccccc1[N+](=O)[O-])c1ccccc1 (stereo not given)	0.3	-10	30	-1	-4	21	9	-2	-2	-6	11
COCCCNC(=O)c1cc(-c2cccnc2)nc2ccccc12	-0.4	-13	-5	-1	-26	-4	8	20	-1	-15	6
C[C@@H]1CN([C@@H](C)CO)C(=O)CCCn2nncc2CO[C@@H]1CN(C)S(C)(=O)=O	-1.6	-16	-4	/	-1	-23	-2	7	/	-10	11
S=C(NCc1ccccc1)NCc1ccco1	-0.2	-10	-4	-7	9	5	1	3	/	-9	-8
O=C(N/N=C/c1ccccc1OC(F)F)C1=COCCO1	-1.7	4	-1	14	3	-14	-24	-50	0	1	-28
O=C(O)CNC(=S)N(Cc1cccs1)C1CCCCC1	0.1	-3	6	-15	-1	-13	8	-33	3	4	17
O=c1cc(CN2CCN(c3ccccn3)CC2)nc2sccn12	-1.6	4	-6	5	7	-8	14	20	-1	-4	4
CC1(C)c2ccccc2N2CC(=O)NC21/C=C/c1ccco1 (stereo not given)	-0.8	-3	-3	0	10	10	12	-13	-2	-18	19
COc1c(O)ccc(C2NC(=O)NC(C)=C2C(=O)Nc2ccccc2C)c1[N+](=O)[O-] (stereo not given)	-1.0	0	6	7	9	-10	8	-11	1	7	17
CC1(C)Cc2c(sc(NC(=O)Cc3ccccc3)c2C#N)CO1	-0.3	-13	-2	4	12	4	18	-22	-2	2	6
COc1ccc(CCNC(=O)COC(=O)c2ccc(Br)o2)cc1OC	0.2	4	-1	-4	14	-14	-1	-21	0	-22	19
CCC(CC)c1nnc(NC(=O)Cc2ccccc2[N+](=O)[O-])s1	1.7	-8	2	-10	-1	2	3	-13	2	-9	-6
CC(=O)Nc1ccc(S(=O)(=O)N(C)CC(=O)N/N=C/c2cccc(O)c2)cc1	5.9	-15	-9	0	12	-9	10	6	10	-2	15
Cc1ccccc1N(CC(=O)Nc1ccc(S(=O)(=O)N2CCOCC2)cc1)S(C)(=O)=O	0.1	2	-3	3	-5	10	7	-5	4	-9	15
O=C1NC[C@@H](c2ccccc2)OC(=O)[C@H](Cc2ccc(F)cc2)C/C=C\C[C@@H]1CC(=O)N(CCO)Cc1ccccc1	-1.9	-4	2	-17	8	-7	16	14	/	1	12
Cc1cc(NC(=O)CCl)n(-c2nc3ccccc3s2)n1	-3.5	-9	-5	4	4	-27	-27	-1	0	14	-53
Cc1nc(Nc2ccccc2)sc1C(=O)c1ccccc1	-0.5	22	-3	-30	-9	-13	-193	-95	3	-3	-235
CCCCn1c(N)c(N(CC(C)C)C(=O)c2cc3c(s2)CCC3)c(=O)[nH]c1=O	-0.5	6	-13	5	13	-11	-1	-27	-1	-5	10
COc1cccc(/C=N/NC(=O)c2cnccn2)c1O	-0.6	-2	-6	5	11	58	-20	4	-1	22	-50
CCOc1ccc(NC(=O)C(C)NC(=O)c2ccccc2Cl)cc1S(=O)(=O)N1CCCC1 (stereo not given)	-0.7	-5	-4	-6	17	1	0	-13	0	8	-20
CC(C)(C)OC(=O)N1CCc2onc(-c3ccc(Br)cc3)c2C1=O	3.6	-4	0	/	-4	-29	-119	-19	/	2	-133
C[C@@H]1CN([C@@H](C)CO)C(=O)CCCn2nncc2CO[C@H]1CN(C)S(=O)(=O)c1ccc(-n2cccn2)cc1	-1.4	12	-3	/	1	6	-4	-15	/	-8	12
CCOC(=O)c1ccc(-c2ccc(C(=O)Nc3cccnc3)o2)cc1	-0.5	9	-31	-8	-7	-48	-40	-118	-1	36	-75
Brc1ccc(-c2noc(CCc3ccccc3)n2)o1	3.8	-9	-44	-37	3	-66	-227	-7	-1	1	-256
O=C1C(Cl)=C(NCCCO)C(=O)c2ccccc21	-2.0	8	-3	84*	-8	4	-12	7	-11	20	72*
CCC(C(=O)Nc1ccc(C(=O)O)cc1NC(=O)C(CC)c1ccccc1)c1ccccc1 (stereo not given)	-0.1	2	3	13	-6	4	-1	-22	1	3	9
Fc1ccc(CSc2nnc(-c3ccco3)o2)cc1	-0.3	-4	-2	-53	-1	-18	-161	-34	-1	14	-293
CCOc1cccc(-c2c(C(=O)N/N=C/c3c(F)cccc3Cl)nnn2-c2nonc2N)c1	-0.3	5	-1	0	7	12	24	27	2	5	14

# Continuation:
structure	hiPSC survival	CF NFkB inh	LMP1 NFkB inh	MITF TRPM1 inh	KKLEB tox	Shn3 3UTR inh	Peg3 prom inh	NR2E3 ag-1	NR2E3 ag-2	TRAIL sens C8	HIF-2a inh
O=C(CNC(=O)Cc1ccccc1)NCC(=O)OCC(=O)c1cccc2ccccc12	0.7	-29	1	2	21	-15	6	-4	-3	-8	11
O=C(CSc1ccccc1)Nc1nccs1	-2.7	-12	-8	2	7	-8	-25	-7	-2	2	-40
COc1ccc(-c2cc(C(=O)NCCCN3CCOCC3)on2)cc1OC	-0.4	-15	0	0	3	-19	6	1	4	-4	11
COCCNC(=O)c1ccc2c(c1)NC(=O)CS2	0.2	0	0	0	7	-9	3	5	-1	3	10
CC(=O)Oc1ccc(/C=C(\NC(=O)c2cccc(Br)c2)C(=O)Nc2ccc(C(=O)O)cc2)cc1	-0.6	5	7	-5	-3	-48	4	4	5	-14	12
COc1ccc(OC)c(N2C(=O)c3cccnc3C2=O)c1	0.3	-25	1	-9	6	-3	10	13	-1	11	7

# Look-ups from the results shown:
# O=C(CNC(=O)Cc1ccccc1)NCC(=O)OCC(=O)c1cccc2ccccc12 in LMP1 NFkB inh has 1
# COc1ccc(-c2cc(C(=O)NCCCN3CCOCC3)on2)cc1OC in Peg3 prom inh has 6

# A portion of the library. The share of hits here may be higher or lower than overall.
